# PGK inhibitor: qHTS Assay to Find Inhibitors of Phosphoglycerate Kinase. PGK/GAPDH coupled, Kinase-Glo luminescence, 60 min. Phosphoglycerate kinase, glycosomal (Trypanosoma brucei brucei), P07378. Potency, µM (series often up to 57.5 µM), for inactives: at the top dose activity change, negative = inhibition, usual class: inhibitors. 380,000 compounds, 0.043% hits. AID 602233, 2012; further: on the % scale 0 is the no-effect control and ±100 the full control effect; nearly all actives have a fitted effect of over 60% in size
#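 Recombinant glycosomal PGK reaction used 1,3-bisphosphoglycerate generated in-well by GAPDH (100nM final) in 100mM TEA pH 7.6, 5mM MgCl2, 0.01% Tween-20. After 60 minutes at room temperature, ATP was read by Kinase-Glo Plus luminescence end-point.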
# JMJD2A Tudor inh: qHTS Assay for Inhibitors of JMJD2A-Tudor Domain | Lysine-specific demethylase 4A (Homo sapiens), O75164 | 390,000 compounds, 4.4% hits | Potency, µM (titrated, usually from 114 µM), for inactives: at the highest dose activity change, negative = inhibition, hits mostly inhibitors | AlphaScreen JMJD2A-Tudor / H3K4me3 peptide binding | AID 504339, 2011; further: on the % scale 0 is the no-effect control and ±100 the full control effect; nearly all actives have a fitted effect of over 50% in size
# TrxR1 inh: qHTS Assay for Inhibitors of Mammalian Selenoprotein Thioredoxin Reductase 1 (TrxR1): qHTS | Thioredoxin reductase 1, cytoplasmic (Rattus norvegicus), O89049 | recombinant rTrxR1, NADPH fluorescence consumption, selenite substrate | Potency, µM (top dose mostly 114 µM), without a hit: at the top dose activity change, negative = inhibition, usual class: inhibitors | 390,000 compounds, 1% hits | AID 588453, 2011; further: on the % scale 0 is the no-effect control and ±100 the full control effect; nearly all actives have a fitted effect of over 65% in size
# Target sequence (O89049 whole entry, looked up): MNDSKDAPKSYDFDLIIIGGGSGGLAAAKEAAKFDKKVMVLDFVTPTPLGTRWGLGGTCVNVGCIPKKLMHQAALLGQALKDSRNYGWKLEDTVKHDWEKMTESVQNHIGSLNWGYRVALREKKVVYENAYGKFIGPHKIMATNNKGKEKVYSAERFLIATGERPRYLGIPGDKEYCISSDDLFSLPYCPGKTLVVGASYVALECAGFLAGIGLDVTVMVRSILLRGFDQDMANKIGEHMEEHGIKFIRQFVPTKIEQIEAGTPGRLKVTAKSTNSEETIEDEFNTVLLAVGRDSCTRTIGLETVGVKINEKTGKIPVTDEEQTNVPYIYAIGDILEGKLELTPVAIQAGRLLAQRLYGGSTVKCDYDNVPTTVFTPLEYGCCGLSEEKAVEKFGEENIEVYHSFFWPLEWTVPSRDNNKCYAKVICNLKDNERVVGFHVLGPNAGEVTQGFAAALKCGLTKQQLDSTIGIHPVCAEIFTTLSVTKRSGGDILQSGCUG
#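 Rat TrxR1 (90 nM in the dispensed reagent) was pre-reduced with 400 uM NADPH for 5 min at room temperature, then incubated with compound for 15 min. After 400 uM selenite was added, NADPH fluorescence (Ex 340/Em 450 nm) was followed for 8 min.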
# HP1b chromo inh: HTS for Inhibitors of HP1-beta Chromodomain Interactions with Methylated Histone Tails; Chromobox protein homolog 1 (Homo sapiens), P83916; AlphaScreen HP1-beta / biotin-H3K9me3 peptide binding; Potency, µM (top dose mostly 114 µM), inactives show at the highest dose activity change, negative = inhibition, usual class: inhibitors; 390,000 compounds, 0.56% hits; further: nearly all actives have a fitted effect of over 70% in size; inactives centre near 23
# Target sequence (P83916 whole entry, looked up): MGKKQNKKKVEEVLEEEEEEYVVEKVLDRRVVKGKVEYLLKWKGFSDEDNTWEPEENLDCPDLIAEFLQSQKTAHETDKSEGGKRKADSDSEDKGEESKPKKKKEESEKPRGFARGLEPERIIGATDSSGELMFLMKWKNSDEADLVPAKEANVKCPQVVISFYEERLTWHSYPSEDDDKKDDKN
#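 HP1-beta protein (50 nM final) preincubated 30 min at room temperature with biotinylated H3(1-18)K9me3 peptide (50 nM) in PBS pH 7.4, 0.01% Tween-20, then compound added for 30 min. AlphaScreen streptavidin donor/nickel chelate acceptor beads (10 ug/mL final), 30 min dark, luminescence read.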
# RGS4 inhibitor: Inhibitors of Regulator of G Protein Signaling (RGS) 4: qHTS; Regulator of G-protein signaling 4 (Homo sapiens), P49798; 390,000 compounds, 0.039% hits; Potency, µM (doses to about 114 µM), for inactives: at the highest dose activity change, negative = inhibition, actives largely listed as inhibitors; Transcreener GDP fluorescence polarization, RGS4-accelerated GTP hydrolysis; further: on the % scale 0 is the no-effect control and ±100 the full control effect; nearly all actives have a fitted effect of over 75% in size; some results filed as inactive show a strong effect at the top dose
# Target sequence (P49798 whole entry, looked up): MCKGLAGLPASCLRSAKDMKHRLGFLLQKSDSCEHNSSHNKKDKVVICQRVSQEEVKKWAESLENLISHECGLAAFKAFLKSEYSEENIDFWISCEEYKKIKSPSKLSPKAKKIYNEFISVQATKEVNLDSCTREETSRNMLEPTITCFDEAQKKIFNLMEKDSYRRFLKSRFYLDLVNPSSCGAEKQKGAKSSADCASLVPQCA
#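 MLSMR compounds (23 nl, pin-transferred) preincubated 10 min at room temperature with a 500nM (2x) first reagent, then RGS4 at 900nM (2x) plus Transcreener GDP mix added; fluorescence polarization (620/688 nm) read before and after 90 min at 30 °C.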
# 12-LOX inh: Primary qHTS assay for inhibitors of human arachidonate 12S-lipoxygenase (ALOX12): Round 2. Polyunsaturated fatty acid lipoxygenase ALOX12 (Homo sapiens), P18054. purified 12hLO, xylenol orange hydroperoxide absorbance. Potency, µM (titrated, usually from 108 µM), for the others: top-dose activity change, negative = inhibition, actives largely listed as inhibitors. 580,000 compounds, 1.1% hits. AID 1671190, 2021; further: on the % scale 0 is the no-effect control and ±100 the full control effect
#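 Purified human 12hLO (150 nM final) in 25 mM Hepes, 0.01% Triton X-100, pH 7.0 was preincubated 15 min at room temperature with compound. Then 40 uM arachidonic acid was added, 30 min. Hydroperoxide was read by Fe-XO absorbance ratio 573/405 nm.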
# GLS inh: qHTS for Inhibitors of Glutaminase (GLS) | Glutaminase kidney isoform, mitochondrial (Homo sapiens), O94925 | GLS enzymatic activity, qHTS titration | Potency, µM (series often up to 45.5 µM), inactives show top-dose activity change, negative = inhibition, actives largely listed as inhibitors | 410,000 compounds, 0.21% hits | AID 624170, 2012; further: on the % scale 0 is the no-effect control and ±100 the full control effect
#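 hKGA; 45 mM KH2PO4 pH 8.2 + 0.02% Tween-20; cpd via pin tool; 1 mM Gln soln; GluOx/HRP/Amplex Red; RT 30 min; fluor. t0 & final.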
# Pin1 inh: qHTS Assay to Find Inhibitors of Pin1; Peptidyl-prolyl cis-trans isomerase NIMA-interacting 1 (Homo sapiens), Q13526; Pin1 FP peptide displacement, HiFluor488, 10 min; Potency, µM (top dose mostly 115 µM), without a hit: at the highest dose activity, negative = inhibition, usual class: inhibitors; 390,000 compounds, 0.009% hits; AID 504891, 2011; active means well fitted inhibition curve with a large enough effect in the polarisation, with a control signal flat, not every such curve was filed as active; inconclusive means small, poorly fitted or top-dose-only effect, or effect the other way, or a change in a side signal; inactive means no such curve, though single readings can be large or run the other way; the % refers to the polarisation; further: on the % scale 0 is the no-effect control and ±100 the full control effect
# Target sequence (Q13526 whole entry, looked up): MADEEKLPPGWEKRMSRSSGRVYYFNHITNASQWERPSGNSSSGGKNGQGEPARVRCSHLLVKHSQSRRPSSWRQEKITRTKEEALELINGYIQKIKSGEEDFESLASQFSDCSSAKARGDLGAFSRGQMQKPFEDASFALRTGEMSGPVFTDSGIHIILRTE
# ERG-DNA inh: qHTS for Small Molecule Inhibitors of the ERG Ets/DNA interaction; Transcriptional regulator ERG (Homo sapiens), P11308; fluorescence polarization, His-ERG Ets domain / labelled DNA; Potency, µM (top dose mostly 76.9 µM), for inactives: top-dose FP activity, negative = inhibition, hits mostly inhibitors; 370,000 compounds, 0.028% hits; AID 624246, 2012; active means well fitted inhibition curve with a large enough effect in the polarisation, with a control signal flat; inconclusive means small, poorly fitted or top-dose-only effect, or effect the other way, or a change in a side signal; inactive means no such curve, though single readings can be large or run the other way; the % refers to the polarisation;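 further: polarization taken with two DNA probes labelled with fluorescein and Texas red; % of control where 0% means no effect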
#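 His-tagged ERG Ets domain (1 uM in the protein solution; 300mM KCl, 50mM Tris-HCl, 1mM EDTA, 1mM DTT, pH 7.5) received compound, then a probe mix of 5 nM fluorescein-DNA and 100nM Texas-615-DNA. Fluorescence polarization was read for both dyes.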
# An asterisk follows results filed as active; i = inactive; ? = inconclusive; nt = no result given; & = joins results of further samples; [ ] = dose if it differs, or a comment. Unless noted, the call rests on the fitted dose curve; in most records, active means well fitted curve in the direction sought with a large enough effect; inconclusive means small, poorly fitted or top-dose-only effect, or another doubt; inactive means no such curve, though single readings can be large; an effect the other way counts as inactive or inconclusive. Potency means the concentration at half of the fitted maximal effect.
SMILES,PGK inhibitor,JMJD2A Tudor inh,TrxR1 inh,HP1b chromo inh,RGS4 inhibitor,12-LOX inh,GLS inh,Pin1 inh,ERG-DNA inh
COc1cccc(N2CCN(C(=S)NCCc3ccccc3)CC2)c1,-2%,-4%,7%,8%,-21%,-5%,22%,-8%,-15%
COc1cc(C(=O)NCC(=O)OCC(=O)Nc2ncc(Cl)cc2Cl)cc(OC)c1OC,-3%,-24%,20%[57.1 µM],41%[activator],-16%,0%,-7%,-12%,-15%
CCN(CC)c1ccc(NC(=O)Cn2cc3c(n2)CCCC3)c(C)c1,i,?,4%,14%,-5%,?,1%,8%,-27%
COc1cccc(NC(=O)C2C3C=CC4(O3)C2C(=O)N(CCCN2CCCCC2)C4C(=O)NC2CCCCC2)c1 (stereo not given),-9%,4%,-5%[57.1 µM],47%[activator],-8%,-1%,-7%,-4%,2%
CCN1CCN(CCCNC(=O)c2ccc3c(c2)N(Cc2ccccc2)CCS3)CC1,2%,-30%,8%,-1%,7%,4%,60%[activator],1%,4%
CC(=O)NCCc1nc2ccccc2n1Cc1ccc(C)cc1,-3%,-16%,22%,22%,10%,15%,0%,1%,2%
CCc1ccc(CNC(=O)C(C)n2ccc3cc(S(=O)(=O)N4CCCCCC4)ccc32)cc1 (stereo not given),-6%,-16%,51%[activator],3%,-3%,2%,-5%,15%,0%
CCOc1cc(N2CCOCC2)c(OCC)cc1NC(=O)CN1C(=O)NC(C)(c2ccc(OC)cc2)C1=O (stereo not given),-2%,-26%,7%,26%,-14%,3%,38%[activator],2%,11%
COc1ccc(CCN(C)CC(O)COc2c(C)ccc(C)c2C)cc1OC (stereo not given),7%,-17%,3%,20%,28%,?,14%,-2%,-1%
COc1ccc2cc(C(=O)C3CCCN(Cc4cccc(C)n4)C3)ccc2c1 (stereo not given),25%,?,39%[activator][57.1 µM],?,12%,-1%,2%,2%,7%
COc1cccc(CN(C)CC(=O)Nc2cc(S(=O)(=O)N3CCCC3)ccc2Cl)c1OC,-4%,-13%,-6%,42%[activator],-13%,12%,-12%,6%,-1%
Cc1nc2ccccc2c(=O)n1NC(=O)CCC(=O)O,8%,-1%,8%,22%,3%,-30%,-9%,-4%,4%
On1c(-c2ccccc2)nc2ccc(Cl)cc21,-6%,-17%,-12%,13%,-35%,?,12%,-7%,4%
Cc1ccc(-c2cc(C(=O)N(Cc3ccc(C(C)(C)C)cc3)Cc3ccco3)no2)cc1,-1%,-10%,31%,95%[activator],-12%,-20%,-7%,5%,-3%
CCN(CC)c1ccc(/C=c2/sc3nnc(-c4ccccc4C)n3c2=O)cc1,-4%,-23%,10%,4%,20%,12%,0%,?,nt
Cc1cc(OC(=O)c2ccco2)c(Sc2ccccc2[N+](=O)[O-])c(=O)o1,7%,?,-5%[57.1 µM],-7%,-34%,nt,18%,0%,-3%
Cn1c(=O)cc(SCC(=O)N2CCCC2)c2cc(Cl)ccc21,-9%,19%,?,13%,-15%,0%,nt,-1%,-4%
FC(F)(F)c1cccc(Oc2ccc3c(C(F)(F)F)cc(C(F)(F)F)nc3n2)c1,-3%,-13%,29%,19%,-21%,0%,-8%,3%,0%
COc1ccccc1C1C=C(c2ccc(C)cc2)Nc2nnnn21 (stereo not given),-9%,-1%,-21%,53%[activator],15%,-29%,3%,4%,-4%
O=c1[nH]c(SCc2nc3c(cnn3-c3ccccc3)c(=O)[nH]2)nc2ccccc12,-2%,1%,19%[57.1 µM],16%,-14%,?,1%,?,-1%
O=C(CNC(=O)c1ccc(F)cc1)NCc1ccc(Cl)cc1,-11%,-4%,12%[57.1 µM],9%,-9%,-11%,-10%,0%,-2%
Cc1nnc2n1NC(c1ccc(Cl)cc1)C(C(=O)N(C)C1CCCCC1)S2 (stereo not given),6%,-3%,7%[57.1 µM],33%,15%,25%,-8%,4%,1%
COc1ccc(OC)c(NC(=O)c2ccc3c(c2)c(C)c(C)n3Cc2ccc(F)cc2)c1,12%,?,30%[57.1 µM],15%,-8%,-10%,-11%,32%[activator],0%
C=CCOc1ccc(/C=C/C(=O)OCC(=O)N2CCCc3ccccc32)cc1,8%,-3%,5%,9%,-7%,11%,0%,0%,8%
CC(C)CC(=O)NC(=S)Nc1nc(-c2ccccc2)cs1,2%,3%,13%,35%,14%,7%,10%,0%,4%
COc1cccc(C(=O)N2CCN=C2SCc2cccnc2)c1OC,-1%,-12%,32%,45%[activator],-14%,0%,-6%,0%,7%
CCOC(=O)CN1C(=O)N[C@@H](CCc2ccccc2)[C@H](C(=O)OC)[C@H]1C,-2%,-9%,14%,45%,-13%,3%,2%,1%,-7%
COc1ccc(Cl)cc1NC(=O)c1cc2nc(-c3ccc(C)cc3)cc(C(F)(F)F)n2n1,11%,-1%,13%,44%[activator],-1%,-6%,15%,1%,-12%
O=C(NCc1ccco1)C1(c2ccccc2)CCCC1,-7%,-10%,-29%,16%,10%,-7%,-2%,1%,nt
COc1ccc(Cn2c(=O)sc3ccccc32)cc1OC,6%,-10%,21%,20%,9%,?,15%,3%,-1%

# 5 records drawn at random from those above, as already listed:
SMILES,PGK inhibitor,JMJD2A Tudor inh,TrxR1 inh,HP1b chromo inh,RGS4 inhibitor,12-LOX inh,GLS inh,Pin1 inh,ERG-DNA inh
CCOC(=O)CN1C(=O)N[C@@H](CCc2ccccc2)[C@H](C(=O)OC)[C@H]1C,-2%,-9%,14%,45%,-13%,3%,2%,1%,-7%
COc1cc(C(=O)NCC(=O)OCC(=O)Nc2ncc(Cl)cc2Cl)cc(OC)c1OC,-3%,-24%,20%[57.1 µM],41%[activator],-16%,0%,-7%,-12%,-15%
Cn1c(=O)cc(SCC(=O)N2CCCC2)c2cc(Cl)ccc21,-9%,19%,?,13%,-15%,0%,nt,-1%,-4%
COc1ccc(OC)c(NC(=O)c2ccc3c(c2)c(C)c(C)n3Cc2ccc(F)cc2)c1,12%,?,30%[57.1 µM],15%,-8%,-10%,-11%,32%[activator],0%
COc1cccc(C(=O)N2CCN=C2SCc2cccnc2)c1OC,-1%,-12%,32%,45%[activator],-14%,0%,-6%,0%,7%

# (more compounds)
SMILES,PGK inhibitor,JMJD2A Tudor inh,TrxR1 inh,HP1b chromo inh,RGS4 inhibitor,12-LOX inh,GLS inh,Pin1 inh,ERG-DNA inh
COc1ccccc1NC(=O)CCCNC(=O)Cn1cnc2sc(C)c(C)c2c1=O,4%,-2%,9%[57.1 µM],54%[activator],-12%,-12%,-7%,0%,-6%
CCn1c(COc2ccc(C)cc2)nnc1SCC(=O)C(C)(C)C,0%,8%,4%[57.1 µM],47%,-11%,0%,8%,-9%,-3%
Cc1[nH]c2ccccc2c1/C=N/Nc1nc(Nc2ccc(F)cc2)nc(N2CCOCC2)n1,i,10%[11.4 µM],12%[57.1 µM],-18%,-20%[11.4 µM],5%,-3%,-10%,-2%
COc1cc(C(=O)N2C[C@@H]3CCC[C@H]2C3)ccc1OC1CCN(C(C)=O)CC1,10%,-8%,2%,18%,2%,5%,8%,2%,-3%
O=C(Nc1ccc(S(=O)(=O)Nc2nccs2)cc1)C1CCCCC1,2%,-6%,3%,34%,-9%,-5%,3%,-4%,-6%
CC(C)C[C@@H](CO)N1CCN(Cc2ccc(Br)cc2)CCC1=O,10%,-9%,6%&27%,35%,-11%,-10%,0%,-3%,3%
O=C(Cn1cccc1C(=O)c1ccccc1)NCCc1ccc(Cl)cc1,i,-27%,4%,21%,-7%[11.4 µM],-1%,3%,1%,-2%
COc1ccccc1NC(=O)CSc1ncn(-c2ccccc2)n1,14%,-10%,6%,31%,-12%,0%,3%,0%,4%
COc1ccc(C(=O)OCc2cc(C)ccc2C)cc1S(=O)(=O)N1CCCC1,i,-29%,-11%,20%,-33%,-9%,0%,-3%,8%
O=C1N[C@@H](Cc2ccccc2)COC(=O)[C@@H](Cc2ccc(F)cc2)CC/C=C/C[C@@H]1CC(=O)N(CCO)Cc1ccccc1,-3%,-29%,25%[57.1 µM],5%,12%,-11%,1%,?,3%
Cc1noc(C)c1CSCC(=O)N(CCC(C)C)c1c(N)n(Cc2ccccc2)c(=O)[nH]c1=O,-12%,-10%,2%,19%,-29%,i,-4%,-7%,-11%
CCOC(=O)/C=C1/SCC(=O)N1CC(=O)c1ccc[nH]1,-4%,-23%,-15%,27%,-11%,-42%,-12%,35%[activator],14%

# The list is partial (hit frequency here may not be typical).
